Bioassay records: PubChem, The Scripps Research Institute Molecular Screening Center
TbREL1 primary: TbREL1 inhibition, primary screen. inhibition, % at 9.66 µM. TbREL1 RNA ligation, FRET fluorescence. P86926. actives 0.49% (n = 89,000);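 active means inhibition above the mean inhibition across all screened compounds plus 3 SD, cut at about 11% in these data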;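 further: 0% = plate median of test wells and 100% = NSC42067 control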
Target sequence (P86926 whole entry, looked up): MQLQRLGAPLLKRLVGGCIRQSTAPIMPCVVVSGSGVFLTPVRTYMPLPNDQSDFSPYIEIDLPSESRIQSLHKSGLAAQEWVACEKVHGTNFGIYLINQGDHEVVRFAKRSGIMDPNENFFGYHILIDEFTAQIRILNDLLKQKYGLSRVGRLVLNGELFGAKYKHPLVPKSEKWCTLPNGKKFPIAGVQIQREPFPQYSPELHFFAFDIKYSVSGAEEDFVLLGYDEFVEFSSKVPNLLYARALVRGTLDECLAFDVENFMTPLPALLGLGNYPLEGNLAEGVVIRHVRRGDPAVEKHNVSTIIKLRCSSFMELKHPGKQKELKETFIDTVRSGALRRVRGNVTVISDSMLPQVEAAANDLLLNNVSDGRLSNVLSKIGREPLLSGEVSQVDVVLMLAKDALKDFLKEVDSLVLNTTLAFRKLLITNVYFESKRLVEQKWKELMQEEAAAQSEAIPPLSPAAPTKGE
An asterisk follows results filed as active.

TbREL1 primary	Compound
7	Cc1nn(C)c(Cl)c1CN1CCCC(CO)(Cc2ccccc2)C1 (stereo unspecified)
0	O=C(COC(=O)c1ccco1)c1ccc(F)cc1
2	CC(C)CCN(C(=O)c1ccc(N2CCCC2=O)cc1)c1c(N)n(Cc2ccccc2)c(=O)[nH]c1=O
-3	COC(=O)c1ccc(NC(=O)CSc2nncn2-c2cccnc2)cc1
1	N#CC(c1nc2ccccc2nc1N1CCCC1)S(=O)(=O)c1ccccc1 (stereo unspecified)
-4	Cc1ccc(-c2ccc(/C=N/NC(=S)Nc3ccccc3)o2)cc1[N+](=O)[O-]
0	N#Cc1cnn(-c2ccccc2)c1NC(=O)c1ccccc1F
6	Cn1c(Cn2c(=O)sc3ccccc32)nnc1SCC(=O)Nc1ccccc1F
0	C=CCN1C(=O)S/C(=C\c2ccc(N3CCOCC3)cc2C)C1=O
-1	Cc1nc(NC(=O)CN2CCCCC2)sc1C(=O)N(C)C
-2	CCCOc1ccc(Cn2c(=O)oc3ccc(C)cc32)cc1OC
-1	O=C(CSc1nnc(-c2ccccn2)n1-c1ccccc1)c1ccc(Cl)c(Cl)c1
-1	CCOC(=O)C1(C)CCN1C(=O)c1ccc(OC)c(C(F)(F)F)c1 (stereo unspecified)
-2	COC(=O)c1ccccc1NC(=O)c1cc2nc(C3CC3)cc(C(F)(F)F)n2n1
3	COc1ccc(Cl)cc1NC(=O)CN(C)CC(=O)NCc1cccs1
-1	O=C(Nc1ccccc1Cl)c1ccc2c(=O)n3c(nc2c1)CCC3
0	Cc1ccc(-c2cc([C@H]3[C@@H]4C=CCC[C@@]4(C)C(=O)N3Cc3ccccc3)ccc2F)cc1
1	Oc1ccc(Oc2ncc(Cl)cc2Cl)cc1
7	Cc1cccc(C)c1N(CC(=O)N1CCN(C)CC1)S(C)(=O)=O
-3	Cc1cccc(NC(=S)Nc2cccc(C(F)(F)F)c2)n1
-2	O=S(=O)(Nc1ccc(Br)cn1)c1cccs1
-1	COc1ccccc1NS(=O)(=O)c1cc(C(=O)N2CCCCCC2)ccc1C
1	COc1ccc(-c2cn(CCO)c(CCN)n2)cc1
2	O=C(NCCCn1ccnc1)c1ccc(Br)cc1
0	COc1ccc(N(CC(=O)NCC2CCCO2)S(=O)(=O)c2c(C)noc2C)cc1 (stereo unspecified)
3	COC(=O)CCCN1C(=O)c2cccc3cccc(c23)C1=O
-4	N#CC1=C(Nc2ccccc2)SC=C(c2ccccc2)N=C1N1CCOCC1
3	Cn1c(SCC(=O)c2ccc(-c3ccccc3)cc2)nnc1-c1ccco1
-2	CC(C)NC(=O)NC(=O)COC(=O)C1CCCN1C(=O)c1cccs1 (stereo unspecified)
8	CCCSc1n[nH]c(NC(C)=O)n1
-1	O=C(Nc1nc2ccc(S(=O)(=O)N3CCOCC3)cc2s1)c1cccs1
6	CCCCNC(=O)CCn1c(=O)c2cccn2c2ccc(F)cc21
3	Cc1ccc(C(=O)NCC(=O)OC(C)C(=O)Nc2ccccc2[N+](=O)[O-])s1 (stereo unspecified)
0	Cc1cc(C)c(OCCN2C(=O)NC(C)(C)C2=O)c(Cl)c1
1	O=C(CCn1c(=O)sc2ccccc21)Nc1nc2ccccc2s1
0	O=C(c1cccs1)N(Cc1ccco1)C1CCS(=O)(=O)C1 (stereo unspecified)
1	Cc1onc(-c2ccccc2Cl)c1C(=O)NNC(=O)c1ccccc1F
-5	Cc1ccc2nc(SCC(=O)N3CCN(c4ccccc4)CC3)[nH]c2c1
-1	CC(C)(C)NC(=O)CN(CCN1CCOCC1)C(=O)CNS(=O)(=O)c1ccccc1
2	COc1cc(/C=N/Nc2ccccc2)ccc1OC(=O)c1cccs1
4	CCCCCCNc1ccc(C(=O)OCC)cc1
3	O=C(Nc1ccccc1N1CCN(C(=O)c2ccccc2)CC1)c1ccc2c(c1)OCO2
-3	O=C(CN1CCC(NC(=O)Nc2ccccc2-c2ccccc2)CC1)NCc1ccco1
8	CC(=O)NCCNC(=O)C1(C)Cc2c(-c3cccc(NC(C)=O)c3)ccnc2O1 (stereo unspecified)
2	N#Cc1ccccc1CSc1nc(N2CCCCC2)nc(N2CCCCC2)n1
4	CCCCNC(=O)c1c(CSc2ccc(Cl)cc2)noc1C(=O)NCCC
-3	CC[C@]12c3[nH]c4cc(CCC(=O)N(C)C)ccc4c3CCN1C(=O)[C@@H](CC(=O)NCc1ccco1)C[C@@H]2C(=O)N1CCN(C(=O)C2CC2)CC1
8	Cc1c(CN2CCC(CO)(CCOc3ccccc3)CC2)[nH]c2c(Cl)cccc12
0	O=C(c1ccccc1)c1nc2c(n1O)CCCCC2
-4	COC(=O)[C@]12CCCCC=C1N(Cc1ccco1)C(=O)[C@H](CC(=O)NCCCCc1ccccc1)C2
3	O=C(Nc1c2c(nn1-c1ccc(Cl)cc1)CS(=O)(=O)C2)c1ccccc1
-3	CC(C)c1nc2sc3c(=S)nc[nH]c3c2c2c1CCC2
-1	COC(=O)c1c(NC(=O)Nc2ccc(Cl)cc2)sc(C)c1C
3	COC(=O)[C@H]1C[C@H](O)CN1S(=O)(=O)c1ccc(Br)cc1F
2	Cc1cc(=O)[nH]c(-n2nc(C)c(Oc3ccccc3O)c2C)n1
0	CCn1cc([N+](=O)[O-])c(C(=O)Nc2ccn(Cc3ccccc3F)n2)n1
-2	COc1ccc(N(CC(=O)NCCSc2ccccn2)S(=O)(=O)c2ccccc2)cc1OC
-5	CCCC1C(C#N)=C(N)Oc2n[nH]c(C(C)(C)C)c21 (stereo unspecified)
-1	CCOC(=O)C1(Cc2ccc(OC)cc2)CCN(C(=O)[C@@H]2CCCN2C(C)=O)CC1
2	COc1ccc(-c2cc(C(=O)OCC(=O)NC3CC3)c3ccccc3n2)cc1

Some of these compounds in order of heavy-atom count, low to high:
TbREL1 primary	Compound
8	CCCSc1n[nH]c(NC(C)=O)n1
4	CCCCCCNc1ccc(C(=O)OCC)cc1
-5	CCCC1C(C#N)=C(N)Oc2n[nH]c(C(C)(C)C)c21 (stereo unspecified)
-1	Cc1nc(NC(=O)CN2CCCCC2)sc1C(=O)N(C)C
3	COC(=O)CCCN1C(=O)c2cccc3cccc(c23)C1=O
7	Cc1cccc(C)c1N(CC(=O)N1CCN(C)CC1)S(C)(=O)=O
1	O=C(CCn1c(=O)sc2ccccc21)Nc1nc2ccccc2s1
-2	CC(C)NC(=O)NC(=O)COC(=O)C1CCCN1C(=O)c1cccs1 (stereo unspecified)
-1	O=C(Nc1nc2ccc(S(=O)(=O)N3CCOCC3)cc2s1)c1cccs1
3	Cc1ccc(C(=O)NCC(=O)OC(C)C(=O)Nc2ccccc2[N+](=O)[O-])s1 (stereo unspecified)
2	N#Cc1ccccc1CSc1nc(N2CCCCC2)nc(N2CCCCC2)n1
-1	O=C(CSc1nnc(-c2ccccn2)n1-c1ccccc1)c1ccc(Cl)c(Cl)c1
-1	CCOC(=O)C1(Cc2ccc(OC)cc2)CCN(C(=O)[C@@H]2CCCN2C(C)=O)CC1
3	O=C(Nc1ccccc1N1CCN(C(=O)c2ccccc2)CC1)c1ccc2c(c1)OCO2
2	CC(C)CCN(C(=O)c1ccc(N2CCCC2=O)cc1)c1c(N)n(Cc2ccccc2)c(=O)[nH]c1=O

Next part.
TbREL1 primary	Compound
5	C[C@H]1[C@@H](OC(=O)Nc2ccc(C#N)cc2)CC[C@@]23CCCN2C(=O)CCC[C@@H]13
-2	COc1ccc(OCc2cc(C(=O)N3C[C@@H](C)O[C@@H](C)C3)no2)c(Cl)c1
-2	COC(=O)c1ccc(C23CC4(C2)[C@H](CN(Cc2cccnc2)[C@@H]4c2ccccc2)C3c2ccc(C(F)(F)F)cc2)cc1 (stereo partly specified)
3	COc1cc(NC(=O)c2ccccc2)c(C)cc1NC(=O)CSc1nnc(COc2ccccc2)n1Cc1ccco1
2	CC1CN(S(=O)(=O)c2ccc(C(=O)O)cc2)CC(C)O1 (stereo unspecified)
0	Cc1ccc(C(=O)N(CN2CCCC2=O)c2ccc(F)cc2)cc1
8	CCN(C(=O)COC(=O)/C=C/c1ccco1)c1c(N)n(Cc2ccccc2)c(=O)[nH]c1=O
2	Cc1ccccc1NC(=S)Nc1cccc2cnccc12
1	COCCN(C(=O)COC(=O)CNC(=O)c1ccc(C)cc1)c1c(N)n(Cc2ccccc2)c(=O)[nH]c1=O
5	Cc1nc(SCc2nc3ccccc3[nH]2)c2oc3cc(Br)ccc3c2n1
3	CCCCCCN1C[C@@H](O)[C@H](n2cc(C3CC3)nn2)C[C@@H]1c1ccc(Cl)cc1
-2	Cc1ccccc1NC(=S)NC(C)CCc1ccccc1 (stereo unspecified)
7	Cc1ccsc1C(=O)N1CCC1(C)C(=O)NS(=O)(=O)c1ccc(C#N)cc1 (stereo unspecified)
-1	Cc1cc2c(c(C)c1CCO[C@@H]1O[C@H](CO)[C@@H](O)[C@H](O)[C@H]1O)C(=O)[C@@H](C)[C@@H]2O
-1	CCOc1cc2nc(-c3ccc(OC)c(OC)c3)nc(NCCCN3CCOCC3)c2cc1OC
3	N#CCC(=O)Nc1ccc(C(=O)OCC(=O)NC(=O)Cc2ccccc2)cc1
6	Cc1ccc(-n2ncc3c(NCc4ccccn4)ncnc32)c(C)c1
2	CN1C(=O)C(C)(C)c2cc(S(=O)(=O)NCCc3ccc(Cl)cc3)ccc21
-8	Cc1ccc(C(=O)N[C@H](C(=O)Nc2ccc(N3CCOCC3)cc2)C(C)C)cc1
4	CC(=O)Oc1ccc2ccccc2c1C(NC(=O)Cc1ccccc1)c1ccccc1 (stereo unspecified)
-1	CC(C)CN1CCC(=O)N([C@H](CO)c2ccccc2)CC1
-1	CCOC(=O)C1=C(O)/C(=C\c2ccc(OC)c(OC)c2)N=C1C
0	O=C(CCn1c(=O)c2cccn2c2ccccc21)Nc1ccc(F)cc1
-1	O=C1CC(N(O)c2ccccc2)C(=O)N1c1cc(Cl)cc(Cl)c1 (stereo unspecified)
1	COc1cccc(NC(=O)COC(=O)c2c(C)nn(-c3ccccc3)c2C)c1
-4	CCOC(=O)C1(C)CCCN(C(=O)c2cccc(OC(F)(F)F)c2)C1 (stereo unspecified)
-3	CCN1CCN(C(=O)Cn2ncc3c([nH]c4ccc(C)cc43)c2=O)CC1
1	COc1ccc(CNC2CCC23CCC(C)CC3)cc1 (stereo unspecified)
0	Cc1ccc(NC(=O)OC2CC3CC2[C@H]2CCCCN2C3)cc1 (stereo partly specified)
1	CC(C)(C)N=C(NS(=O)(=O)c1cccs1)c1ccccc1
1	C=CCNC(=O)c1ccccc1S(=O)c1ccccc1C#N (stereo unspecified)
1	COCC(=O)N1CCC(Oc2ccc(C(=O)N(C)C(C)c3ccon3)cc2)CC1 (stereo unspecified)
6	Cc1ccc(OCCCOc2ccc(Cl)cc2Cl)c([N+](=O)[O-])n1
-1	O=C(Cc1ccccc1)NC1CCN(S(=O)(=O)c2cccc(F)c2)CC1
0	CCN(CC)C(=O)CSc1nc(-c2ccc(C)cc2)nc2c1COC(C)(C)C2
3	Cc1cnc(C(=O)OCC(=O)c2ccccc2)cn1
1	CCN(CC(=O)Nc1c(F)cccc1F)C(=O)/C=C/c1ccc2c(c1)OCO2
0	O=C(Nc1ccc(C(F)(F)F)cn1)Nc1cccs1
2	COc1ccc(C(=O)CSc2ccc(-c3ccccc3)nn2)cc1
2	COc1cc(C(=O)N2CCN(c3ccccc3O)CC2)ccc1OCC(=O)N1CCOCC1
0	Cc1ccc(Cl)cc1NC(=O)CC1NC2CCCCC2NC1=O (stereo unspecified)
-2	CCOc1ccc(CCNC(=O)CCC(=O)c2cccs2)cc1OCC
3	COc1ccc(NS(=O)(=O)c2cc(NC(=O)c3ccc(=O)[nH]c3)ccc2C)cc1
-1	COc1cccc(NC(=O)COC(=O)c2ccccc2F)c1
-1	CC(=O)Nc1ccc(/C=C/COC(C)=O)cc1C
-2	NCCNc1ccc([N+](=O)[O-])cc1
1	CCc1ccccc1N(CC(=O)N/N=C/c1ccc(OC(=O)OC)c(OC)c1)S(C)(=O)=O
-3	O=C(NNc1nc(-c2ccccc2)c2cc(Br)ccc2n1)c1ccc(S(=O)(=O)N2CCCCC2)cc1
1	CC(CN1CCCCC1)OC(=O)c1cc2ccccc2o1 (stereo unspecified)
1	Nc1nc(-c2ccc(S(=O)(=O)N3CCCCC3)cc2)cs1
1	CN(CC(=O)Nc1ccccc1C(=O)NC1CC1)Cc1ccco1
4	Cc1ccc(C(=O)CN(C(=O)c2ccc(Cl)c(Cl)c2)N2C(=O)C3CCCCC3C2=O)cc1C (stereo unspecified)
-4	COc1ccc(C2C(C(=O)c3ccc(C)o3)=C(O)C(=O)N2Cc2cccnc2)cc1OC (stereo unspecified)
0	O=C1c2ccccc2NC(c2cccs2)N1O (stereo unspecified)
-1	COc1ccc(NC(=O)CN(C2CCCCC2)S(C)(=O)=O)cc1OC
2	O=C(CCN1C(=O)C2C3CCC(C3)C2C1=O)OCC(=O)c1ccc(Br)cc1 (stereo unspecified)
4	Cc1cccc(-n2c(O)cnc2Nc2nc(C)cc(C)n2)c1
1	Cc1ccccc1N1C(S)=C(C#N)C(=O)NC1c1cccs1 (stereo unspecified)
-1	COc1cccc(C(=O)NCC2CCCN2S(=O)(=O)c2cccs2)c1 (stereo unspecified)
0	CC(=O)C1=C(C)N(Cc2ccccc2)C(=O)N[C@H]1c1cccc(F)c1

Part of the list above, with each value named.
COc1cccc(NC(=O)COC(=O)c2ccccc2F)c1
  TbREL1 primary: -1

COc1ccc(NS(=O)(=O)c2cc(NC(=O)c3ccc(=O)[nH]c3)ccc2C)cc1
  TbREL1 primary: 3

Other entries
TbREL1 primary	Compound
-1	Cc1ccc(-c2nn(CC(N)=O)c(=O)c3ccccc23)cc1S(=O)(=O)N(C)C
-1	Cn1c(NCC(O)c2ccccc2)nc2c1c(=O)n(Cc1ccc(Cl)c(Cl)c1)c(=O)n2C (stereo unspecified)
-2	Cc1ccccc1OCC(=O)NC(=S)Nc1ccc(S(=O)(=O)NC2CCCCC2)cc1
-2	Cc1cc(C)n(-c2nc(-c3ccc(Cl)c(Cl)c3)cs2)n1
4	N/C(COc1cccc(Cl)c1)=N\O
-3	O=C(CNC(=O)Cc1ccccc1)NCC(=O)OCC(=O)c1cccc2ccccc12
7	O=C(CSc1nnc(COc2ccccc2)n1Cc1ccco1)Nc1ccc2c(c1)OCO2
1	O=C1C(Cl)=C(NCCCO)C(=O)c2ccccc21
7	Brc1ccc(-c2noc(CCc3ccccc3)n2)o1

A portion of the library; rates above refer to the full screens.
